Diaph act CS – activates diaphorase or chemically reduces, flagging diaphorase assay artifacts; Diaphorase/resazurin coupled assay, resorufin fluorescence, 16 min; hits give high values; 1 = vehicle wells, 0 = NADH-free wells; activation factor at 20 µM; actives 0.005% (n = 190,000);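 active means diaphorase activity raised at least twofold by the compound at 20 µM; inactive means activation factor below 2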
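Material: Purified diaphorase enzyme from Clostridium kluyveri | Buffer or medium: 50 mM HEPES pH 7.4 with 4.542 mM MgCl2, 0.005% Tween 20 | Times: 16 min enzyme reaction, ambient temperature | Signal: Red resorufin fluorescence at 544/590 nm excitation/emission | Measure: Increased resorufin signal from activators or reducing compounds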
APP 5UTR inh – APP translation inhibition; SH-SY5Y APP 5'UTR-luciferase reporter, luminescence; inhibition, % at 2 µM; actives 0.82% (n = 190,000); AID 1285;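 active means inhibition above a set limit, derived from the sample mean plus 3 SD, cut at about 45% in these data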; further: values of inactives mirror those of a sister screen read the other way
FLuc stim CS – affects firefly luciferase, flagging false hits in luciferase stimulation screens | P08659 | ATPlite luciferase biochemical, luminescence, 10 min; 0 = ATP-free wells, 1 = DMSO control | activation factor at 10 µM | 200,000 tested, under 10 active | AID 1027;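 active means luciferase activation factor, scaled between plate controls, of at least 2 with compound at 10 µM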
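Material: Luciferase/luciferin reagent mix; Doses: test compounds dosed from 2 mM stocks in 100% DMSO; Schedule: 10 min incubation after luciferase reagent addition, room temperature; Measured by: luminescence from luciferase reaction; Read-out: luminescence gain marking luciferase activators.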
TLR4 MyD88 comp – inhibitors of human TLR4-MyD88 binding. O00206+Q99836. HeLa CL3-4 TLR4/MyD88 BLA complementation, FRET ratio. inhibition, % at 8.4 µM. actives 0.18% (n = 200,000); in the data active means inhibition above about 25%;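 further: 0% = vehicle and 100% = reference inhibitor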
Target sequence (O00206 whole entry, looked up): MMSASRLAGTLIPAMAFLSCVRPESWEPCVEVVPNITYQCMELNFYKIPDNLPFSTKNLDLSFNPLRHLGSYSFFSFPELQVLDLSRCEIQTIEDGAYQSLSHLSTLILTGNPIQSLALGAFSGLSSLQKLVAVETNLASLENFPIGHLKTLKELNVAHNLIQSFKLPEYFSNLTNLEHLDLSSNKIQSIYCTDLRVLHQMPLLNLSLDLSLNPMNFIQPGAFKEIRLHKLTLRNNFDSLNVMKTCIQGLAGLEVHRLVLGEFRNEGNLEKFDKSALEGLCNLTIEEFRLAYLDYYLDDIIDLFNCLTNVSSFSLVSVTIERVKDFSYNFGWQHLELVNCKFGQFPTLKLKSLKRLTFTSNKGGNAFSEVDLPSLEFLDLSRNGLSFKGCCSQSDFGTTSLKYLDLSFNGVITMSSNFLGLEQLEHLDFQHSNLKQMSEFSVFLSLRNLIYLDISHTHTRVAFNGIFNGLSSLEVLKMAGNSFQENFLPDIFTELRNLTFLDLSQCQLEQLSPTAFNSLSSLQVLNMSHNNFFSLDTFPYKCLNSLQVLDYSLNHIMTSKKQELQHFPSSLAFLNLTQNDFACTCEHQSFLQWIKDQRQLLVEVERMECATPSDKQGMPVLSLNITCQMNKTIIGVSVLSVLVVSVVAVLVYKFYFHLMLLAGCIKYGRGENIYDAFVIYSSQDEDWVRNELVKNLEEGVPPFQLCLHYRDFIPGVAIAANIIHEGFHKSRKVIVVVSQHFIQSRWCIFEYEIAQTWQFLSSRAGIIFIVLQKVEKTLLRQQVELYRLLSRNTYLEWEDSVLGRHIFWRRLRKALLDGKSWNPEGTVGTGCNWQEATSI
Target sequence (Q99836 whole entry, looked up): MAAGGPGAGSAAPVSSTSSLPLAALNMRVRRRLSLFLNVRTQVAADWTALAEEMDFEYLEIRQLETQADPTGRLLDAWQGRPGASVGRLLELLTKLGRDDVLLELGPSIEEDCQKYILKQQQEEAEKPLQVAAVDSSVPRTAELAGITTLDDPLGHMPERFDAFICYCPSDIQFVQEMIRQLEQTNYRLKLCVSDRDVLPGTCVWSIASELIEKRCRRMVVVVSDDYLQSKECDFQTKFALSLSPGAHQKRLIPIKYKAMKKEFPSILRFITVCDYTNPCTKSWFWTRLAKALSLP
Diaph inh CS – inhibits diaphorase or chemically oxidizes, flagging diaphorase assay artifacts; diaphorase resazurin-to-resorufin fluorescence, NADH, 16 min; bacterial (C. kluyveri) enzyme, not human; inhibition, % at 20 µM; actives 0.69% (n = 190,000); AID 1217;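 active means primary screen inhibition at 20 µM above a set limit, cut at about 50% in these data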;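 further: plate controls were DMSO with full reaction for no effect and wells lacking NADH for full effect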
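Test system: Clostridium kluyveri diaphorase enzyme / Quantity: diaphorase at 0.14 U/mL in enzyme working solution / Incubation: 16-min room-temperature incubation before reading / Benchmarks: NADH-free wells as positive control, DMSO-only neutral wells / Signal: resorufin fluorescence 544/590 nm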
STAT1 activator – activators of IFN-gamma induced STAT1 signaling. NIH 3T3 STAT1-luciferase reporter, luminescence; 100% = IFN-gamma alone, no compound. activation (% of control), % at 5.5 µM. actives 2.6% (n = 200,000);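 active means activation above the screen-wide mean activation plus 3 SD, cut at about 130% in these data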;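 further: raw ratio to IFN-gamma control signal so 100% means no change and 0% no light; values of inactives mirror those of a sister screen read the other way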
G6PDH CS – inhibits Leuconostoc G6PDH, flagging false hits in G6PDH-based assays; Purified L. mesenteroides G6PDH, diaphorase/resazurin coupled fluorescence, 45 min; actives 0.12% (n = 200,000); inhibition, % at 5 µM; in the data active means inhibition above about 50%
NF-kB expr up – raises NF-kB expression in human neuronal cells; actives 1.6% (n = 190,000); AID 1239; fold change at 12.5 µM; NF-kB reporter expression; hits give high values; in the data active means fold change above about 3.3
APP 5'UTR act – activates APP 5'UTR luciferase reporter; actives 1% (n = 190,000); AID 1276; SH-SY5Y APP 5'UTR luciferase reporter, luminescence; zero percent = DMSO vehicle wells; activation, % at 2 µM;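 active means activation above a set limit, based on mean plus 3 SD of controls, cut at about 140% in these data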; further: values of inactives mirror those of a sister screen read the other way
FLuc inhib CS – inhibits firefly luciferase, flagging false hits in luciferase inhibition screens; ATPLite firefly luciferase biochemical luminescence, 10 min; AID 1006; actives 1.5% (n = 200,000); inhibition, % at 10 µM;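 active means inhibition above about 50% when tested at 10 µM, limit read from the data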
The depositor's hits bear a star; & = joins results of further samples.

SMILES	Diaph act CS	APP 5UTR inh	FLuc stim CS	TLR4 MyD88 comp	Diaph inh CS	STAT1 activator	G6PDH CS	NF-kB expr up	APP 5'UTR act	FLuc inhib CS
COc1ccc(-c2cc3ccccc3n2CC(O)CN2CCOCC2)cc1 (centres undefined)	0.8	-9	1	-6	16	96	1	1	9	-4
CCN(CC)CCN1C(=O)Cn2c(C)c(C)c3cccc1c32	1&1.2	10&-11	1.1&1	1&1	-2&-16	93&101	-10&5	2&1.4	-10&11	-7&2
CC1(C)CC(=O)c2cc(C(=O)O)c(=O)n(-c3ccccc3)c2C1	1	9	1	5	-2	100	0	1.1	-9	0
CN1CCc2c(c3c(n2C)CCN(C)[C@@H]3c2cccnc2)[C@H]1c1cccnc1	1.1&1.1	0&-23	1&1	6&-10	-8&-9	101&102	-1&-2	0.93&1.1	0&23	5&4
Cc1nc2cc(N3CCCCC3)c(NC(=O)c3cccnc3)cc2c(=O)n1Cc1ccccc1	0.9	-10	1.2	-3	9	99	2	0.85	10	-24
Cc1cc(C)n(-c2ccc(F)cc2CN2CCN(C3CCCC3)C(CCO)C2)n1 (centres undefined)	0.9	7	1	4	12	106	13	1.1	-7	-4
O=C(c1ccccc1)N1N=C(c2ccccc2)CC1c1ccccc1O (centres undefined)	0.9	5	1	1	11	98	-4	1.2	-5	-1
CCCCC(=O)Nc1nnc(SCC(=O)N2CCN(c3ccccc3OC)CC2)s1	0.8	0	1	4	17	110	8	1.2	0	0
CCOC(=O)Cc1csc(NC(=O)c2ccco2)n1	0.8	-37	1	-13	17	108	15	2.2	37	2
CC(C)C(=O)N(Cc1cc(=O)[nH]c2ccccc12)c1ccccc1	1	-8	1	5	-3	103	4	1.2	8	1
COc1ccc(N(CC(=O)O)S(=O)(=O)c2ccccc2[N+](=O)[O-])c(OC)c1	1.1	-17	1	-8	-9	93	17	1.1	17	2
Clc1ccc(CNC2CCCC2)cc1	0.9	-5	1.1	3	7	98	1	1.1	5	-6
CCc1ccc(N2CC(C(=O)Nc3ccc(C)c(S(=O)(=O)N4CCOCC4)c3)CC2=O)cc1 (centres undefined)	0.9	10	0.9	-5	6	97	-6	1	-10	5
COC(=O)Cn1c(=O)c(=O)n(CC(=O)OC)c2ccccc21	0.8	14	1.1	-1	15	96	1	1.1	-14	-7
CC(C)NC(=O)C(=O)NCCCN1CCOCC1	0.9	2	1	-18	11	98	9	1.2	-2	-4
CCOC(=O)c1ccc(S(=O)(=O)N2CCN(C(=O)c3cc(=O)c4ccccc4o3)CC2)cc1	0.9	10	1	0	7	91	3	1.1	-10	-2
COc1cc(/C=C2/C(=N)N3C=CSC3=NC2=O)ccc1OCCCOc1ccccc1C	1	14	1	-2	-5	112	2	1.2	-14	-4
CCOC(=O)c1ccc(N2C(=O)CC(N3CC(C)OC(C)C3)C2=O)cc1 (centres undefined)	0.9	-4	1	-4	7	97	-15	1.1	4	-2
CCOC(=O)c1c(N)nn(C(=O)C(C)C)c1-c1ccccc1	1.1	-4	1	-12	-9	99	2	1.1	4	-2
Cn1c(NC(=O)c2ccco2)c(-c2ccccc2)c(=O)c2ccccc21	1	10	1.1	8	-2	94	1	0.97	-10	-6
CC(OC(=O)CCc1nc2ccccc2c(=O)[nH]1)C(=O)Nc1ncc(Cl)cc1Cl (centres undefined)	0.9	-3	1	3	6	101	2	1	3	-2
O=C(/C=C/c1ccccc1)Nc1cccc(S(=O)(=O)Nc2ccccc2F)c1	0.7	21	0.9	6	28	93	-2	1	-21	7
Cc1ccc(S(=O)(=O)N2CCN(C(=O)CSc3nc4ccccc4o3)C2)cc1	0.9	7	1	0	11	94	-2	0.8	-7	-2
CCOc1ccc(NC(=O)C2CCCN(C(=O)Nc3ccccc3)C2)cc1 (centres undefined)	1.2	7	1	-10	-21	101	11	1.3	-7	0
COc1ccc(C(NC(=O)c2c(F)c(F)c(F)c(F)c2F)c2ccccc2)cc1 (centres undefined)	0.9	7	1	-3	12	106	-9	0.25	-7	-3
Cc1ccnc(SCCn2c(N3CCCCC3)nc3c2c(=O)[nH]c(=O)n3C)n1	0.9	-14	1	-4	10	108	-4	0.92	14	-2
Cc1ccc(S(=O)(=O)NC(=O)Nc2cc(C)on2)cc1	0.9	-28	1.1	5	10	102	10	1.1	28	-6
CC(C(=O)N1CCOCC1)N1c2cccc3cccc(c23)S1(=O)=O (centres undefined)	0.8	10	1	4	25	98	12	1.2	-11	-4
O=C(Nc1ccccc1C(=O)N1CCN(c2ccccc2)CC1)c1ccco1	0.9	-8	1.1	19	9	82	0	1.2	8	-7
CN1CCN(CC(=O)Nc2nnc(-c3cccs3)s2)CC1	0.9	8	1	7	9	107	0	1.4	-8	-4
Cc1cc(N2C(=O)C(O)=C(C(=O)c3ccc(C)o3)C2c2cccs2)no1 (centres undefined)	0.9	7	1	7	10	94	-7	1.1	-7	-3
CCOc1ccc(C(=O)Nc2cc(C)on2)cc1	1.1	-109	0.3	12	-6	104	5	3.6*	109	74*
CC(=O)Nc1nc(C)nc(C)c1C(C)=O	0.9	0	1	6	10	107	-9	1.2	0	-3
CC1(C)CC(NC(=S)Nc2ccc([N+](=O)[O-])cc2)CC(C)(C)N1	0.9	13	1	-8	9	98	26	0.9	-13	-4
O=C(c1cc2nc(-c3ccccc3)cc(C(F)(F)F)n2n1)N1CCOCC1	0.8	-16	1	1	18	123	2	1.3	16	-1
CCc1ccc(/C=N/NC(=O)c2ccc(OC3CCCC3)cc2)s1	0.9	12	1	2	13	98	1	1	-12	-5

Arranged by heavy-atom count (falling): some entries from above.
SMILES	Diaph act CS	APP 5UTR inh	FLuc stim CS	TLR4 MyD88 comp	Diaph inh CS	STAT1 activator	G6PDH CS	NF-kB expr up	APP 5'UTR act	FLuc inhib CS
CC(OC(=O)CCc1nc2ccccc2c(=O)[nH]1)C(=O)Nc1ncc(Cl)cc1Cl (centres undefined)	0.9	-3	1	3	6	101	2	1	3	-2
O=C(/C=C/c1ccccc1)Nc1cccc(S(=O)(=O)Nc2ccccc2F)c1	0.7	21	0.9	6	28	93	-2	1	-21	7
O=C(c1cc2nc(-c3ccccc3)cc(C(F)(F)F)n2n1)N1CCOCC1	0.8	-16	1	1	18	123	2	1.3	16	-1
Cc1cc(N2C(=O)C(O)=C(C(=O)c3ccc(C)o3)C2c2cccs2)no1 (centres undefined)	0.9	7	1	7	10	94	-7	1.1	-7	-3
CCc1ccc(/C=N/NC(=O)c2ccc(OC3CCCC3)cc2)s1	0.9	12	1	2	13	98	1	1	-12	-5
CC1(C)CC(NC(=S)Nc2ccc([N+](=O)[O-])cc2)CC(C)(C)N1	0.9	13	1	-8	9	98	26	0.9	-13	-4
CN1CCN(CC(=O)Nc2nnc(-c3cccs3)s2)CC1	0.9	8	1	7	9	107	0	1.4	-8	-4
Cc1ccc(S(=O)(=O)NC(=O)Nc2cc(C)on2)cc1	0.9	-28	1.1	5	10	102	10	1.1	28	-6
CCOc1ccc(C(=O)Nc2cc(C)on2)cc1	1.1	-109	0.3	12	-6	104	5	3.6*	109	74*
CC(=O)Nc1nc(C)nc(C)c1C(C)=O	0.9	0	1	6	10	107	-9	1.2	0	-3

The listing continues.
SMILES	Diaph act CS	APP 5UTR inh	FLuc stim CS	TLR4 MyD88 comp	Diaph inh CS	STAT1 activator	G6PDH CS	NF-kB expr up	APP 5'UTR act	FLuc inhib CS
CN(C)S(=O)(=O)c1ccc(NC(=O)c2c(F)cccc2Cl)cc1	0.9	12	1.1	9	10	97	0	0.8	-12	-6
CC(C)C1CC(O)(C2(O)CCCCC2)ON1 (centres undefined)	0.9	6	1.1	3	6	101	3	1	-5	-8
Cc1cccc(C(=O)NCC(=O)OCC(=O)N2CCCCC2)c1	1	-30	1	-1	3	106	5	1.2	30	-1
CCOC(=O)C1CCCN(C(=O)c2ccc(Cn3c(=S)[nH]c4cc(C(=O)OC)ccc4c3=O)cc2)C1 (centres undefined)	0.9	2	1.1	-4	11	99	9	1.5	-2	-9
CN(CC(=O)N1CCN(c2ccc(F)cc2)CC1)S(=O)(=O)c1ccc2c(c1)c(=O)n(C)c(=O)n2C	0.9	-58	1	-4	10	106	7	2	58	-3
CN1c2ccsc2/C(=N/Nc2ccc(F)cc2)CS1(=O)=O	0.7	-47	1.1	-9	26	111	8	1.1	47	-7
Cc1ccc(OC(=S)Nc2ccccc2)c(C)c1	0.9	-18	1	14	6	99	0	1.2	18	-5
COC(=O)Cc1[nH]nc2c1C(c1c[nH]c3ccccc13)C(C#N)=C(N)O2 (centres undefined)	0.7	-4	1	-2	27	103	15	0.98	4	-3
CC(C)CC(COCc1ccc(Cl)cc1)N1CCN(C(=O)c2ccc(Cl)cc2Cl)CCC1=O (centres undefined)	0.9	16	1	-1	9	109	16	0.77	-16	-3
Cc1ccc(S(=O)(=O)N2CCC(C(=O)Nc3nnc(C4CCCC4)s3)CC2)cc1	0.9	4	1.1	-19	12	104	13	1.3	-4	-5
O=C(NNS(=O)(=O)c1ccc(F)cc1)C1CCN(Cc2cccc(F)c2)CC1	1	5	1.1	6	2	93	3	1.1	-5	-5
COc1cc2c(cc1OC)C(C1C(=O)CC(C)CC1=O)N(C(=O)CCl)CC2 (centres undefined)	0.9	3	1	13	8	99	-2	1	-3	-4
O=C(CSc1n[nH]c(-c2ccccc2Br)n1)NC(=O)NCc1ccco1	0.9	-1	1.1	9	14	96	2	0.84	1	-9
Cc1ccc(S(=O)(=O)Cc2ccc(C(=O)NCCCN3CCCC3=O)o2)cc1	1.1	-16	1	-1	-8	93	5	1.4	16	-5
Cn1c(-c2ccc(N)cc2)nc2ccccc21	1	-47	0.8	-1	4	109	3	2	47	19
COc1ccc(NC(=O)CCCn2c(=O)c3sccc3n(Cc3cccc(C)c3)c2=O)cc1	0.8	2	1.1	2	16	104	-17	1.2	-3	-6

High-throughput results deposited in PubChem BioAssay by several laboratories.
